# Source: PubChem
# H9c2 TAG inh: triacylglycerol accumulation inhibition; H9c2 cells, Nile Red lipid (TAG) fluorescence; cells loaded with 200 µM oleic acid; inhibition, % at 12.5 µM; 230,000 compounds, 0.66% hits;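 active means pattern-corrected inhibition of lipid staining of at least 50% with the nuclear-stain viability signal not falling by more than 50%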;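 further: 0% = DMSO wells and 100% = triacsin C control wells; some results filed as inactive read as strong as hits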
# H9c2 TAG inh DAPI viability: recorded beside H9c2 TAG inh, whose call it bears; DAPI nuclei signal change (viability), lower = more cytotoxic, %;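 whole-well DAPI fluorescence read on a plate reader as a viability signal; minus 50 percent equals half of cells still viable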
# The depositor's hits bear a star; i = inactive. Not all compounds are listed; count on the stated rates, not on these rows.
no.	Structure	H9c2 TAG inh	H9c2 TAG inh DAPI viability
1	Cc1ccc(C)c(NC(=O)C2CCCN2C(=O)OC(C)(C)C)c1 (stereo unspecified)	0	-1
2	CCN1CCCC1CNC(=O)c1cc(NC(C)=O)c(N(C)C)cc1OC (stereo unspecified)	-15	6
3	CC(=O)/C(C#N)=C1\NC(=O)C(Cc2cc(Cl)ccc2Cl)S1 (stereo unspecified)	13	1
4	Fc1ccc(N2CCN(c3ncnc4c3nnn4Cc3ccccc3Cl)CC2)cc1	47	-24
5	COc1ccc(C(=O)NC(=S)N2CCNC(=O)C2)cc1Br	-11	6
6	CCCNS(=O)(=O)c1ccc(OCC(=O)Nc2ccc3c(c2)OCO3)cc1	23	3
7	CC(C)CNS(=O)(=O)c1ccc(CCC(=O)NCCC2=CCCCC2)cc1	6	-7
8	CC1(C(=O)NC(=S)NNC(=O)c2ccncc2)CCCCC1	3	1
9	CCOC(=O)c1nn(-c2ccc(C)cc2)c(C)c1C(C)=O	-24	0
10	Cc1ccc(-c2nnn(CC(=O)N(Cc3ccco3)C(C(=O)NC(C)(C)C)c3ccc(C)o3)n2)o1 (stereo unspecified)	6	-3
11	CSc1nncc(-c2ccc(F)c(F)c2)n1	6	-12
12	CC1CCCCC1NC(=O)c1ccc(NS(=O)(=O)c2ccc3[nH]c(=O)[nH]c3c2)cc1 (stereo unspecified)	5	-3
13	CCC(CC)C(=O)Nc1nnc(S(=O)(=O)N2c3ccccc3CC2C)s1 (stereo unspecified)	-11	-6
14	O=C(Nc1cccc(Cl)c1)N1N=CCC1c1ccccc1 (stereo unspecified)	-9	-4
15	CCCCn1c(=O)[nH]c(=O)c2c1nc(-c1ccc3ccccc3c1)n2CC	9	19
16	COc1ccc(S(=O)(=O)N2CCCC2C(=O)Nc2ccc(C)cc2)cc1 (stereo unspecified)	-24	1
17	Cc1ccc(C(=O)NNC(=O)c2ccc(NS(=O)(=O)c3cccs3)cc2)o1	17	-9
18	c1ccc(-c2nc(N3CCOCC3)cc(N3CCOCC3)n2)cc1	51*	-3.1*
19	CCn1nnc(NC(=O)C(c2ccccc2)c2ccccc2)n1	4	6
20	Cc1ccc(CNC(=O)Cc2cccs2)cc1	14	-2

# 4 entries from above, with each value named:
16: COc1ccc(S(=O)(=O)N2CCCC2C(=O)Nc2ccc(C)cc2)cc1 (stereo unspecified)
  H9c2 TAG inh: -24 | H9c2 TAG inh DAPI viability: 1
17: Cc1ccc(C(=O)NNC(=O)c2ccc(NS(=O)(=O)c3cccs3)cc2)o1
  H9c2 TAG inh: 17 | H9c2 TAG inh DAPI viability: -9
18: c1ccc(-c2nc(N3CCOCC3)cc(N3CCOCC3)n2)cc1
  H9c2 TAG inh: 51* | H9c2 TAG inh DAPI viability: -3.1*
19: CCn1nnc(NC(=O)C(c2ccccc2)c2ccccc2)n1
  H9c2 TAG inh: 4 | H9c2 TAG inh DAPI viability: 6

# Further records follow:
no.	Structure	H9c2 TAG inh	H9c2 TAG inh DAPI viability
21	CCOC(=O)N1CCN(C(=O)/C=C/c2ccc(OC)c(OC)c2)CC1	7	-13
22	COc1ccc(OC)c(C(=O)c2ccc(C(=O)Nc3ccc(NC(C)=O)cc3)cc2)c1	17	-13
23	COc1ccccc1-c1nnc(NC(C)=O)s1	8	8
24	O=C(Cc1ccc([N+](=O)[O-])cc1)NCc1cccnc1	-3	1
25	COc1cc2sc3ccc(C#CC4(O)CCCCC4)cc3c(=O)c2cc1OC	25	35
26	CN(C(=O)COc1ccc(Cl)cc1Cl)C1(C)CCS(=O)(=O)C1 (stereo unspecified)	3	1
27	CN(C)S(=O)(=O)c1cccc(C(=O)Nc2ccc(N3CCOCC3)cc2)c1	-13	8
28	CCOc1ccccc1-n1cnc2cc(C(=O)NCc3ccco3)ccc21	3	-13
29	CCOC(=O)C1CCN(CC(O)COCc2ccc3c(c2)OCO3)CC1 (stereo unspecified)	-12	-2
30	CC1=C(C(=O)Nc2cccc([N+](=O)[O-])c2)C2(CCC(C)CC2)OC1=O (stereo unspecified)	2	-7
31	O=C(CCc1ccccc1)Nc1nc2c(F)cc(F)cc2s1	-13	-1
32	O=C(NN1CCOCC1)c1c(-c2ccccc2)sc2ccccc12	-3	-6
33	Cc1cc(C)n(-c2cc(N3CCN(C(=O)c4cccc(Br)c4)CC3)ccc2[N+](=O)[O-])n1	-25	-8
34	CCOc1ccc(NC(=O)c2ccc3c(c2)CCN3S(C)(=O)=O)cc1	-13	12
35	O=C(Nc1nncs1)c1ccc(S(=O)(=O)c2ccccc2)cc1	-2	19
36	O=C(O)CC(NC(=O)C12CC3CC(CC(C3)C1)C2)c1ccc(OC2CCCC2)cc1 (stereo unspecified)	6	2
37	O=C1CC(N2CCN(C(c3ccccc3)c3ccccc3)CC2)C(=O)N1Cc1ccc(N2CCCC2=O)cc1 (stereo unspecified)	19	-17
38	COc1cc2c(-c3ccc4c(c3)OCO4)c(-c3ccsc3)oc(=O)c2cc1OC	-22	2
39	O=C(Cc1ccc(-c2ccccc2)cc1)NC1CCCC1	-5	1
40	CC1=CC(=O)C=C(C)C1=NOC(=O)c1cccc([N+](=O)[O-])c1	21	-12

# One compound at a time, as listed above. Screens in order: H9c2 TAG inh	H9c2 TAG inh DAPI viability
# CCOc1ccc(NC(=O)c2ccc3c(c2)CCN3S(C)(=O)=O)cc1 is listed as -13	12
# CCOc1ccccc1-n1cnc2cc(C(=O)NCc3ccco3)ccc21 is listed as 3	-13
# CN(C(=O)COc1ccc(Cl)cc1Cl)C1(C)CCS(=O)(=O)C1 (stereo unspecified) is listed as 3	1

# New compounds follow:
no.	Structure	H9c2 TAG inh	H9c2 TAG inh DAPI viability
41	Cc1c(Br)c([N+](=O)[O-])nn1CC(=O)NCc1ccccc1	-11	16
42	Cc1oc(/C=N/NC(=O)CN(c2ccccc2Br)S(C)(=O)=O)cc1Br	-14	-4
43	O=C(COc1ccccc1)NCCS(=O)(=O)N1CCN(c2ccccc2)CC1	5	-7
44	Cc1ccc(NC2=CC(=O)CC(C)(C)C2)c(N)c1	2	-2
45	Nc1cc(-c2ccc(Cl)cc2)nn1S(=O)(=O)c1ccc(Cl)cc1	-15	11
46	CC(=O)Nc1ccc(NC(=O)CN(C)CCC#N)cc1	-10	-2
47	CCC(C)NCC(O)(c1ccc(Cl)cc1)c1ccc(Cl)cc1 (stereo unspecified)	15	-3
48	O=C(c1cnsn1)N1CCN(c2ccccn2)CC1	8	10
49	COc1ccccc1-c1nnc(SCC(=O)O)n1-c1ccc(C)cc1	-13	5
50	COc1ccccc1CN1CCN(C(=O)c2ccncc2)CC1	3	1
51	CCCCCCn1nc(C(=O)N(CCOC)c2c(N)n(CCCC)c(=O)[nH]c2=O)c2ccccc2c1=O	2	5
52	Fc1ccc(OCc2nnc(SCCN3CCOCC3)o2)cc1	4	-7
53	CCCCCCOc1ccc(/C(N)=N/O)cc1	1	-8
54	Cc1nn(C)c(C(=O)NNC(=S)NC2CCCCC2)c1Br	6	7
55	NC(=O)c1ccccc1NC(=O)CS(=O)(=O)Cc1ccccc1	12	-2
56	COC(=O)N(C)C[C@H]1OCc2cnnn2CCCC(=O)N([C@@H](C)CO)C[C@@H]1C	9	-4
57	COc1cccc(CNc2nc3nc(C)cc(=O)n3[nH]2)c1	8	6
58	COc1ccc(S(=O)(=O)N2CCN(CC(=O)Nc3ccccc3Cl)CC2)cc1	-6	1
59	CCOC(=O)c1c(C)n(C)c2c(C)cc(O)c(OC(C)=O)c12	-3	0
60	CCOC(=O)c1cnc(SCC)[nH]c1=O	-1	-2
61	COc1ccc(Cl)cc1C(=O)NNC(=O)CSc1nnc2ccccn12	-7	4
62	CC(C)Cn1c(N)c(C(=O)CSc2ccc3c(c2)OCCO3)c(=O)n(C)c1=O	-114	-3
63	CC(C)OC(=O)/C(=C/c1ccco1)c1ccccc1	-11	15
64	COc1cc(OC)c2c(-c3ccccc3)cc(=O)oc2c1C(CCN1CCCCC1)c1ccc2c(c1)OCO2 (stereo unspecified)	58*	-22*
65	CCOC(=O)c1sc(NC(=O)C(CC)Sc2nnc3c4ccccc4n(C(C)C)c3n2)nc1C (stereo unspecified)	45	-8
66	C[C@H](CO)N1C[C@H](C)[C@@H](CN(C)C(=O)Nc2ccc(F)cc2)Oc2ncc(-c3ccc(F)cc3)cc2C1=O	3	7
67	CC(O)CNCCOc1ccccc1OCc1ccccc1 (stereo unspecified)	6	3
68	CCOc1ccccc1C(=O)OCC(=O)Nc1ccc(N2CCCCC2)cc1	-8	5
69	COc1ccccc1NC(=O)CN(Cc1ccco1)C(=O)c1ccc(-n2nc(C)cc2C)cc1	-21	10
70	Fc1ccc(C2c3cccn3CCN2C(=S)Nc2cccc(Br)c2)cc1 (stereo unspecified)	-17	0
71	Cc1ccc(CS(=O)(=O)c2nsc(C)c2C#N)cc1	5	0
72	COc1ccc(Oc2c(C)nc(SCC(=O)c3ccc(Cl)cc3)[nH]c2=O)cc1	-11	2
73	CNC(=O)c1c(O)c2cccc3c2n(c1=O)CCC3	9	-2
74	COc1ccc(NS(=O)(=O)c2cccc(C(=O)NNC(=O)c3cccc(NC(C)=O)c3)c2)cc1	2	2
75	CCOC(=O)CSc1nnc(CNC(=O)c2ccc(S(=O)(=O)N3CCOCC3)cc2)n1C	-10	1
76	C/[N+]([O-])=C\c1coc2ccccc2c1=O	0	2
77	COC(=O)c1cc(C(=O)OC)[nH]n1	4	1
78	COc1ccc(/C=C(/NC(=O)c2ccccc2)c2nc3ccccc3[nH]2)cc1OC	-24	-1
79	Cc1ccc(-n2ccnc2SCC(=O)O)c(C)c1	6	-2
80	BrC(=C\c1ccccc1)/C=N/N1CCN(c2ccccc2)CC1	-4	-1
81	COc1ccccc1/C=C/C(=O)OCC(=O)N1CCc2ccccc21	-1	6
82	O=C(OCC(=O)N1CCCC1=O)c1ccc(O)cc1O	7	-2
83	Cc1cccc(C)c1NC(=O)CN1CCN(C(=O)CN2C(=O)NC3(CCCCC3C)C2=O)CC1 (stereo unspecified)	4	-5
84	CCCCN(C)C(=O)c1cc2cc3ccc(OC)cc3nc2s1	-16	14
85	Cc1nnc(NC(=O)c2ccc(S(=O)(=O)N(C)Cc3ccccc3)cc2)o1	-7	-5
86	CC(=O)Nc1ccc(NC(=O)COC(=O)CCCc2c[nH]c3ccccc23)cc1	-8	3
87	CN(Cc1ccccc1)C(=O)c1cccc(NC(=O)Cc2ccc([N+](=O)[O-])cc2)c1	-28	-4
88	CN(CC(=O)Nc1ccccc1Cl)C(=O)Cn1cnc2ccc(Cl)cc2c1=O	-9	0
89	C=CCNC(=O)c1ccc(CSc2nc3ccccc3s2)cc1	5	-5
90	COc1ccc(C2=NN(C(=O)c3ccccc3)C(c3cccc([N+](=O)[O-])c3)C2)cc1 (stereo unspecified)	8	-9
91	O=C(CN1C(=O)NC2(CCCCCC2)C1=O)NCc1ccccc1Cl	-7	-8
92	CC(C)(C)c1nc(CN2CCOCC2)cc(CN2CCOCC2)c1O	-17	15
93	CCCCCN(C(=O)CCC(=O)OCC(=O)Nc1ccc(C)cc1F)c1c(N)n(CCCC)c(=O)[nH]c1=O	19	-3
94	Fc1ccccc1N=C1Nc2cccc3cccc1c23	0	-3
95	COc1cc2[nH]c(O)c(C=O)c2cc1OC	-17	6
96	O=S1(=O)NC(=NCCc2ccccn2)c2ccccc21	8	3
97	Cc1cc2cc(CNC(=S)Nc3ccc(OC(F)F)cc3)ccc2n1C	9	7
98	CCC(=O)Nc1cc(C(=O)O)ccc1Sc1ccc(C)cc1	-6	-3
99	COC(=O)c1ccc(NC(=O)c2ccccc2C(=O)Nc2ccc(C(=O)OC)cc2)cc1	-6	-1
100	Cc1ccc(NCC(=O)N/N=C/c2ccc(C(=O)O)cc2)cc1	-2	3

# Other results follow:
no.	Structure	H9c2 TAG inh	H9c2 TAG inh DAPI viability
101	COc1cc(C(=S)N2CCCC2)cc(Cl)c1O	-18	15
102	O=C(CCn1ccc2ccccc21)NC1CCCc2ccccc21 (stereo unspecified)	0	-3
103	CCN(Cc1ccccc1)C(=O)c1cc(COc2c(F)cccc2F)on1	-8	2
104	Cn1c(-c2sccc2OCc2cccc(C(F)(F)F)c2)n[nH]c1=S	-9	-1
105	CCC(C)NC(=O)c1ccc2c(c1)S(=O)(=O)c1ccccc1C2=O (stereo unspecified)	-23	2
106	Brc1cc2c(cc1Br)OCCOCCOCCO2	3	-6
107	CC(=O)N1CCN(C(=O)c2ccc(NS(=O)(=O)c3ccc4c(c3)OCCO4)cc2)CC1	-1	2
108	O=C(Nc1ncccc1O)c1ccc(S(=O)(=O)N2CCCCCC2)cc1	-8	8
109	Cc1c(NC(=O)c2ccc3c(c2)C(=O)N(Cc2ccco2)C3=O)cccc1C(=O)O	9	-4
110	O=c1oc2ccccc2c(O)c1/C=N/c1ccccn1	11	-2
111	COc1cc(Cn2c3ccc(NC(=O)CCc4cccnc4)cc3c(=O)n2C)ccc1F	-12	26
112	Cc1ccc(OCC(=O)N/N=C2/SCC(=O)N2Cc2ccccc2)cc1	-3	-5
113	O=C(Cc1ccc(NC(=O)C2CCN(C(=O)CCc3ccccc3)CC2)cc1)Nc1ccc(C(=O)N2CCOCC2)cc1	4	-6
114	Cc1noc(/C=C/c2ccco2)c1S(=O)(=O)N1CCC(C(=O)NC(C)c2ccccc2)CC1 (stereo unspecified)	3	-4
115	CCc1cc2c(=O)n3c(nc2s1)-c1[nH]c2ccc(OC)cc2c1CC3	-5	i
116	Cc1nc(-c2ccc(NC(=O)c3ccc(Br)o3)cc2)cs1	-5	1
117	Cc1ccc(NS(=O)(=O)N2CCOCC2)c(C)c1	19	0
118	O=C(Nc1ccccc1O)c1ccc2c(c1)C(=O)N(c1ccccc1)C2=O	3	-15
119	CCOC(=O)c1c(NC(=O)COc2ncnc3sccc23)sc2c1CCC2	-7	2
120	O=C(CNC1CCCCC1)Nc1cccc([N+](=O)[O-])c1	3	-2
121	Cc1ccc(-c2nnc(SCC(=O)NC3CCCC3)n2N)cc1	3	-1
122	O=c1ccc2ccccc2o1	-5	5
123	COc1ccc2c(CCNC(=O)c3ccc([N+](=O)[O-])cc3)c[nH]c2c1	-6	-12
